Screens deposited in PubChem by several laboratories.
MsrA inhibitor – bovine MsrA inhibition; purified bovine MsrA, absorbance read-out; inhibition, % at 15.5 µM; actives 0.75% (n = 360,000); AID 651718; in the data active = inhibition above about 4.5%;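 note: 0% = vehicle wells with enzyme and 100% = reference inhibitor wells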
Tb MetRS inh – blocks T. brucei methionyl-tRNA synthetase activity. actives 0.4% (n = 360,000). inhibition, % at 11.9 µM. purified T. brucei MetRS, ATP depletion, Kinase-Glo luminescence;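 active = inhibition above a per-plate cutoff of the control wells' mean inhibition plus 3 SD, cut at about 5.5% in these data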;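 note: 0% = DMSO wells median and 100% = median of wells with control inhibitor compound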
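Test system: purified T. brucei MetRS enzyme. Also added: ATP, methionine and E. coli bulk tRNA substrates. Compound: 11.9 µM single point. Schedule: 15 min enzyme-compound preincubation, 2 h reaction, 10 min detection, 25 °C. Signal: luciferase luminescence of residual ATP, Kinase-Glo. Evaluation: percent inhibition versus plate control medians. Controls: DMSO wells, low control.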
E coli Lon inh – inhibits E. coli Lon protease; P0A9M0; purified E. coli Lon protease, fluorescence polarization; inhibition, % at 7.94 µM; actives 0.42% (n = 360,000); AID 602123; in the data active = inhibition above about 13%, passing the limit was not always enough;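 note: 0% = enzyme with probe and DMSO and 100% = no enzyme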
Target sequence (P0A9M0 whole entry, looked up): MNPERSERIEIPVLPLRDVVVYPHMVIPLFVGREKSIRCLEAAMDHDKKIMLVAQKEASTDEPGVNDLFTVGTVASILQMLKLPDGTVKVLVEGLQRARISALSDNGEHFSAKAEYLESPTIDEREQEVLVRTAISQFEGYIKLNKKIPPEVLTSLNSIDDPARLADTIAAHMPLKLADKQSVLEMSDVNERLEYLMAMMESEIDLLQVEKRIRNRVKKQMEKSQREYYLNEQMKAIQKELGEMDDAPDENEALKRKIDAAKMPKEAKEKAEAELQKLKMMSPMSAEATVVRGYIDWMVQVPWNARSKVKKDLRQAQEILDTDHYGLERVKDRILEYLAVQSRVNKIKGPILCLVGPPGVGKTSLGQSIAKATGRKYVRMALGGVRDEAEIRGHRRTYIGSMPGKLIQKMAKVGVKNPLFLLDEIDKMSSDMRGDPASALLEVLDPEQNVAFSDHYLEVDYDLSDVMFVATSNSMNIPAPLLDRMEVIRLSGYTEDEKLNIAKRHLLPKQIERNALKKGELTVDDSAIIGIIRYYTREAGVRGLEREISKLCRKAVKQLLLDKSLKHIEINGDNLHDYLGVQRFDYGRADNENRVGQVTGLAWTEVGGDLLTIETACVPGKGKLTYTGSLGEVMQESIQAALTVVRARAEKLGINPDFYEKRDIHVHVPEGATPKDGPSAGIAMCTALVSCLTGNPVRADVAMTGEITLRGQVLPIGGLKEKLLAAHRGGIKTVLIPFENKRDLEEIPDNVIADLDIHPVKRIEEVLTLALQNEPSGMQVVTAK
Rin1-Abl PPI inh – human Rin1-Abl interaction inhibition | P00519+Q13671 | TR-FRET Rin1/Abl binding, biochemical | inhibition, % at 7.35 µM | actives 0.4% (n = 360,000); in the data active = inhibition above about 5%, passing the limit was not always enough
Neddyl block – cullin neddylation inhibition | actives 0.58% (n = 360,000) | TR-FRET cullin neddylation, biochemical | calls only at 25 µM; in the data active = inhibition above about 36%
CSN inh – CSN deneddylation inhibition; Q92905; Purified CSN, SCF-Nedd8-OG deneddylation, fluorescence polarization; inhibition, % at 12.5 µM; actives 0.38% (n = 360,000); AID 651999;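 active = pattern-corrected inhibition above about 35%, with an unprinted fluorescence ratio check between 0.5 and 1.5, limit read from the data, passing the limit was not always enough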;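 note: 0% = enzyme with substrate and 100% = substrate without enzyme; some results filed as inactive read as strong as hits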
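Material: human Csn5 produced in HEK293T cells; Input: enzyme 0.24 nM; Reagent: SCFSkp2-Nedd8OG substrate at 10 nM final; Dosing: 12.5 µM compound; Incubation: 90 min reaction at room temperature; Detection: fluorescence polarization of the substrate; Evaluation: % inhibition of substrate cleavage by Csn5; Control set: substrate-only high control, full reaction low control.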
FAS-TE inh – FAS thioesterase (human) inhibition. P49327. recombinant FAS-TE, OMFH fluorogenic substrate, fluorescence endpoint. inhibition, % at 15 µM. actives 0.67% (n = 360,000). AID 602261;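 active = compounds whose normalised, plate-corrected inhibition of enzyme fluorescence in the single-dose primary screen is 50% or more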;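 note: 0% = DMSO with enzyme and 100% = substrate without enzyme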
MsrA act – activators of bovine methionine sulfoxide reductase A. activation, % at 10.6 µM. actives 0.3% (n = 360,000). purified bovine MsrA, absorbance read-out; in the data active = activation above about 7.5%;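 note: 0% = vehicle and 100% = reference activator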
MLLE-PAM2 inh – blocks PAM2 peptide binding to the PABP1 MLLE domain; GST-MLLE / FITC-PAM2 fluorescence polarization; inhibition, % at 20 µM; actives 0.36% (n = 360,000); AID 588489; in the data active = inhibition above about 35%, passing the limit was not always enough;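 note: plate controls were DMSO wells with GST-MLLE for no effect and wells lacking GST-MLLE protein for full effect; some results filed as inactive read as strong as hits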
* hit, by the source's call; i = inactive; x = no result given.

SMILES	MsrA inhibitor	Tb MetRS inh	E coli Lon inh	Rin1-Abl PPI inh	Neddyl block	CSN inh	FAS-TE inh	MsrA act	MLLE-PAM2 inh
Cc1ccc(C2(c3ccc(C)cc3)CC2C(=O)Nc2ccc([N+](=O)[O-])cc2O)cc1 (configuration not stated)	1.5	-0.5	3	1	i	-3	-15	-4	12
O=C(CSc1nc2[nH]ncc2c(=O)[nH]1)Nc1cc(C(F)(F)F)ccc1Cl	-1.2	0.1	-24	1	i	-1	-18	0	1
CC1CCN(Cc2cc(=O)oc3ccc(C(C)C)cc23)CC1	-0.3	0.1	5	-2	i	0	15	2	4
O=C(CCNC(=O)C1CCN(S(=O)(=O)c2ccc(F)cc2)CC1)NCc1ccccc1	-0.3	-0.1	2	-1	i	-4	-4	1	-7
O=C(Cc1ccccc1)NCC(=O)N1CCC1	-0.9	0.3	-16	1	i	4	-5	-1	8
CNc1nc(Sc2ccccc2)cc(C(F)(F)F)n1	0.7	-1.2	-1	1	i	-4	14	-11	-4
CCOC(=O)c1ccccc1-c1cn2cc(Cl)ccc2n1	-0.6	-0.6	-5	3	i	1	-2	-3	3
CCCCOc1ccc(NC(=O)[C@@H]2CCCN2C(=O)C2CCN(S(=O)(=O)c3ccc(C)cc3)CC2)cc1	-0.9	-1.0	-2	0	i	2	-4	-4	2
COc1ccc(-c2ccc3oc(-c4ccsc4)cc(=O)c3c2)cn1	-0.8	-0.2	9	3	i	3	10	-6	4
Cc1ccccc1OCC(=O)NNC(=O)Cn1[nH]c(=O)c2ccccc2c1=O	2.6	0.0	-12	3	i	-4	-4	-3	15
CC(=O)Nc1ccc(-c2c(C)cc3oc(=O)cc(-c4ccccc4)c3c2C)cc1	1.2	-0.5	1	-1	i	1	33	-3	5
O=C1CC(SCCO)C(=O)N1c1ccc(Oc2ccccc2)cc1 (configuration not stated)	1.6	0.1	6	-4	i	-3	-4	-3	1

Reprinted from the results shown for reference:
SMILES	MsrA inhibitor	Tb MetRS inh	E coli Lon inh	Rin1-Abl PPI inh	Neddyl block	CSN inh	FAS-TE inh	MsrA act	MLLE-PAM2 inh
Cc1ccc(C2(c3ccc(C)cc3)CC2C(=O)Nc2ccc([N+](=O)[O-])cc2O)cc1 (configuration not stated)	1.5	-0.5	3	1	i	-3	-15	-4	12
O=C(CSc1nc2[nH]ncc2c(=O)[nH]1)Nc1cc(C(F)(F)F)ccc1Cl	-1.2	0.1	-24	1	i	-1	-18	0	1
CC1CCN(Cc2cc(=O)oc3ccc(C(C)C)cc23)CC1	-0.3	0.1	5	-2	i	0	15	2	4
O=C(CCNC(=O)C1CCN(S(=O)(=O)c2ccc(F)cc2)CC1)NCc1ccccc1	-0.3	-0.1	2	-1	i	-4	-4	1	-7
O=C(Cc1ccccc1)NCC(=O)N1CCC1	-0.9	0.3	-16	1	i	4	-5	-1	8

(cont.)
SMILES	MsrA inhibitor	Tb MetRS inh	E coli Lon inh	Rin1-Abl PPI inh	Neddyl block	CSN inh	FAS-TE inh	MsrA act	MLLE-PAM2 inh
COc1ccccc1C(=O)NCC(=O)NCCSc1ccc(Br)cc1	-0.9	-0.5	-2	0	i	-3	3	-2	-7
Cc1ccc(C2SCC(=O)N2Cc2ccccc2)cc1 (configuration not stated)	-1.8	-1.0	5	-2	i	-1	4	-7	23
CC(C)(C)n1nnnc1C(c1cccnc1)N1CCN(c2cccc(C(F)(F)F)c2)CC1 (configuration not stated)	-1.0	0.4	0	-2	i	1	11	0	-10
CCc1cccc(C)c1NC(=O)CN(C)Cc1cccc(F)c1	-0.5	-0.3	-1	0	i	-1	-3	0	-6
C=CCNC(=O)/C(=C\c1ccc(OC)cc1)NC(=O)c1ccc([N+](=O)[O-])cc1	1.9	0.3	-11	-1	i	4	76*	-5	-24
Cc1ccccc1NC(=O)CN1C(=S)NC(C)(C)CC1C (configuration not stated)	-0.6	-0.4	0	-2	i	-3	-10	-3	21
O=C(CSc1ncnc2ccccc12)c1cccs1	1.0	-0.1	8	-6	i	-5	1	-1	22
Clc1ccc(-c2nn3c(C4COc5ccccc5O4)nnc3s2)cc1 (configuration not stated)	-0.4	1.1	15	2	i	1	27	-1	25
Cc1ccc(C(=O)CCNc2ccc(F)c(Cl)c2)o1	-0.4	0.0	-3	1	i	6	6	-2	-3
COc1ccc(C2CC(=O)N(C)c3ccccc3S2)cc1 (configuration not stated)	-1.2	0.9	-1	0	i	6	-1	-3	-13
CCC(=O)Nc1ccc(Cl)c(NC(=O)c2ccccc2OC)c1	-0.3	-0.8	2	1	i	-2	-7	-4	-7
O=C(CCSCc1ccccc1F)NCCc1ccccc1	-0.5	-0.7	-6	2	i	-4	4	-3	18
CCCCCOc1ccc2oc(=O)c3c(c2c1)CCCN3C(=O)CN1CCCC(C(=O)OCC)C1 (configuration not stated)	1.0	0.0	-3	-1	i	0	15	3	-10
CCn1c(/C=C/Nc2ccccc2)[n+](CC)c2cc(Cl)c(Cl)cc21	0.1	0.3	3	-2	i	-2	-35	-4	-121
COc1ccccc1NC(=O)CC12CC3CC(CC(Br)(C3)C1)C2	0.4	-0.5	-9	-1	i	0	13	-3	7
Cc1ccc(CC(=O)N2CCN(c3ccccn3)CC2)cc1	0.7	-0.9	17	0	i	8	-13	-10	0
CN(C)c1ncnc2c1ncn2[C@H]1CN(Cc2cccnc2)C[C@@H](CO)O1	-0.9	-0.5	5	-4	i	1	-9	-8	0
Cc1ccccc1NC(=O)Cc1nc(COC(=O)C(C)C)cs1	-1.1	-0.3	-3	-5	i	2	-5	-8	-11
Cc1ccc2oc3nc(C)c(C(=O)O)cc3c(=O)c2c1	-0.2	-3.0	-4	-2	x	1	-9	-9	-2
CCOC(=O)N1CCN(C(=O)c2ccc(CSc3ccc(Cl)cc3)cc2)CC1	-2.1	0.0	-4	3	i	-4	20	-2	5
O=C(NCc1cccs1)C1CCN(S(=O)(=O)c2cccc([N+](=O)[O-])c2)CC1	-0.8	-1.0	-5	0	i	-4	7	0	7
O=C(NCCCNC(=O)c1ccccc1)c1ccccc1	-0.3	-0.3	3	0	i	1	-6	-1	8
Cc1ccc(C)c(NC(=O)C2(C)CC3c4ccccc4C2c2ccccc23)c1 (configuration not stated)	-0.3	-1.9	-10	2	i	-3	-9	-9	5
O=C(Nc1ccc2c(c1)OCCO2)c1cnc2n(c1=O)CCS2	1.6	-0.3	0	-3	i	10	4	-3	-13

An excerpt from above with just MLLE-PAM2 inh and MsrA act:
Structure | MLLE-PAM2 inh | MsrA act
CN(C)c1ncnc2c1ncn2[C@H]1CN(Cc2cccnc2)C[C@@H](CO)O1 | 0 | -8
Cc1ccc2oc3nc(C)c(C(=O)O)cc3c(=O)c2c1 | -2 | -9
O=C(NCCCNC(=O)c1ccccc1)c1ccccc1 | 8 | -1
O=C(Nc1ccc2c(c1)OCCO2)c1cnc2n(c1=O)CCS2 | -13 | -3
COc1ccccc1NC(=O)CC12CC3CC(CC(Br)(C3)C1)C2 | 7 | -3
Cc1ccccc1NC(=O)Cc1nc(COC(=O)C(C)C)cs1 | -11 | -8

Further results.
SMILES	MsrA inhibitor	Tb MetRS inh	E coli Lon inh	Rin1-Abl PPI inh	Neddyl block	CSN inh	FAS-TE inh	MsrA act	MLLE-PAM2 inh
CC(=O)Nc1cncc(-c2cccc(C(=O)NCCN(C)C)c2)n1	1.5	-0.1	-2	-1	i	2	-4	-3	4
COc1cc2c(cc1OC)C(C)N(C(=O)/C=C/c1cc(OC)c(OC)c(OC)c1)CC2 (configuration not stated)	-0.9	-1.4	-5	-3	i	5	-2	-6	-5
CSc1nsc(SCC(=O)Nc2ccccc2C(N)=O)n1	-0.8	0.0	-2	3	i	0	-4	-4	23
CCCCc1nc2ccccc2n1CC(=O)NN	-0.8	-0.7	-1	-1	i	-11	-8	-6	9
Cc1[nH]c(=O)c(C#N)c(C)c1CCC(=O)NCc1ccc(Cl)cc1	1.4	0.0	-20	1	i	0	-2	-5	-4
CC(=O)c1ccc(N(C(=O)c2ccco2)C(C(=O)NC2CCCC2)c2cccs2)cc1 (configuration not stated)	0.8	-0.4	7	0	i	-1	10	-7	-5
C/C(=N\NC(=O)c1ccccc1F)c1cccc(NC(=O)c2ccccc2)c1	1.0	-0.1	4	-3	i	5	-3	-3	6
Cc1nc([N+](=O)[O-])cn1CC(=O)c1ccc(OC(F)(F)F)cc1	x	0.5	4	1	i	0	-5	-2	3
COCCCC1CCN(C(=O)C2CCC(=O)N(C3CCCC3)C2)CC1 (configuration not stated)	1.2	-0.2	-8	-2	i	-1	1	-3	-6
CC1Cc2ccccc2N1C(=O)C1CCCCN1S(=O)(=O)c1ccccc1 (configuration not stated)	0.1	-1.3	5	-1	i	0	13	-9	2
CCc1ccccc1NC(=O)CCc1nc(-c2cccs2)no1	-0.1	-0.2	4	-2	i	1	0	-2	0
COC(=O)c1ccc(CS(=O)(=O)c2ccccc2C)o1	0.6	-0.1	-2	1	i	3	-3	0	-1
CNC(=O)N(C1=NCC(C)(C)S1)c1ccc(F)c(Cl)c1	0.1	-0.4	-1	0	i	1	9	-5	15
COCCNc1nc(Oc2cncc(Cl)c2)c2sccc2n1	-0.1	-0.1	0	-4	i	-2	-3	-5	4
